# From PubChem
# CHOP inhibitor – blocks CHOP induction under ER stress. 3.8% of 220,000 active. CHO-K1 CHOP-promoter luciferase, tunicamycin-induced, 15-18 h. inhibition, % at 10 µM;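 active means compounds that reduced the stress-induced luciferase reporter signal by more than about 70% of percent inhibition, limit read from the data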;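 further: 0% = tunicamycin plus vehicle and 100% = wells without tunicamycin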
# zfTRPN1 agonist – activates the zebrafish TRPN1 channel. 0.18% of 220,000 active. HEK293 zebrafish TRPN1-YFP, Fluo-8 calcium fluorescence; 100% = response to 87 µM carbachol. AID 1424. activation, % at 3 µM;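 active means activation above its plate's cutoff, the mean activation of test wells on that plate plus 3 SD, cut at about 19% in these data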;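 further: 0% = DMSO alone and 100% = 87 µM carbachol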
#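 Assay system: Zebrafish TRPN1-YFP in HEK293 cells | Incubation: Dye loading 1 h at 37 °C, then 30 min room temperature | Measured by: Kinetic Fluo-8 fluorescence, ex 470-495, em 515-575 nm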
# TRPML3 ag – agonists of human TRPML3 channel. 0.29% of 220,000 active. HEK293 TRPML3-YFP, Fluo-8 calcium fluorescence; 100% = the carbachol control signal. Q8TDD5. AID 1448. activation, % at 3 µM;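 active means activation above its plate's cutoff, the mean activation of the plate's test wells plus 3 SD, cut at about 12% in these data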;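 further: 0% = DMSO only wells and 100% = carbachol wells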
#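 system = HEK293 cells stably carrying human TRPML3-YFP | doses = one concentration, 3 µM nominal, 0.3% DMSO | timing = dye loading 1 h 37 °C then 30 min ambient, 125 s read | detection = Fluo-8 calcium dye fluorescence, ex 470-495, em 515-575 nm | benchmarks = high control carbachol 87 µM, low control DMSO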
# NPY1 pot ag – potentiators or agonists of human neuropeptide Y receptor Y1. NPY-Y1 expressing cells, potentiator/agonist activation. P25929. activation, % at 3.6 µM. 0.37% of 220,000 active. AID 1304; in the data active means activation above about 33%, passing the limit was not always enough;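 further: cells stimulated with NPY at EC10 then isoproterenol at EC100; 0% = low agonist plus stimulus and 100% = saturating agonist plus stimulus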
# Target sequence (P25929 whole entry, looked up): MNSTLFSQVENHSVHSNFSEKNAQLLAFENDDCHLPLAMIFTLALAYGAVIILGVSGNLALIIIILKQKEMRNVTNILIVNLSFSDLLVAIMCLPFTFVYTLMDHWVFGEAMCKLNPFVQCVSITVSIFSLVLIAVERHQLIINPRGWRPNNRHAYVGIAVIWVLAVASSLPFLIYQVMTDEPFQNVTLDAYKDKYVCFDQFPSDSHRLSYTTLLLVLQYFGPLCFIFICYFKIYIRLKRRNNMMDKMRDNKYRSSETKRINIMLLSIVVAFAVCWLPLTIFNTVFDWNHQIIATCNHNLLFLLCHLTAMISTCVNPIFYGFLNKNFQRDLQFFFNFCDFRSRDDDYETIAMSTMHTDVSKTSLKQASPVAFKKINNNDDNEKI
# 14-3-3 Bad PPI – disrupts binding of bovine 14-3-3 zeta to phospho-Bad peptide. 0.71% of 220,000 active. TR-FRET 14-3-3zeta/Dy647-pBad peptide displacement, 1 h. inhibition, % at 21.7 µM. P63103;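 active means inhibition above about 70%, limit read from the data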;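 further: 0% = full 14-3-3 plus peptide FRET controls and 100% = background without 14-3-3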
# Target sequence (P63103 whole entry, looked up): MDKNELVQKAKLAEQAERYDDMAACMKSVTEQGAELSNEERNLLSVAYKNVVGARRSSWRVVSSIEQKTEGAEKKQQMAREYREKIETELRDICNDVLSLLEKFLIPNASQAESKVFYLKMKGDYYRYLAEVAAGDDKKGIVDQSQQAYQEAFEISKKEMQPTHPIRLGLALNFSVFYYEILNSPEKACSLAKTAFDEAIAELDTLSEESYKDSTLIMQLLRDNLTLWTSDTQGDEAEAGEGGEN
# EP2 antag – EP2 receptor (human) inhibition; P43116; inhibition, % at 25 µM; C6 glioma cells expressing human EP2, cAMP TR-FRET; cells stimulated with saturating PGE2; AID 1422; 0.52% of 260,000 active;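 active means percent inhibition above 40 after rounding to a whole number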;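 further: rat C6 glioma host cells with rolipram phosphodiesterase inhibitor present; the protocol text gives 20 µM as final concentration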
# Target sequence (P43116 whole entry, looked up): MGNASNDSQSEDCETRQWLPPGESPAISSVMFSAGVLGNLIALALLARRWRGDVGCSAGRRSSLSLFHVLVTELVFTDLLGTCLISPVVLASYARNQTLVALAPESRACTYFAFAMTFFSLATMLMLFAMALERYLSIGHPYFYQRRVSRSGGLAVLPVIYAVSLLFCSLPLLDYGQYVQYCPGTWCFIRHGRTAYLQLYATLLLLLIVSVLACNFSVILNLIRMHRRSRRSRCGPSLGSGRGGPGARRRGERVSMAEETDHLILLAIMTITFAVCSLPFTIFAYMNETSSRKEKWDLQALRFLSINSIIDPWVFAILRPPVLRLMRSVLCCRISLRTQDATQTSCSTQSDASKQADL
# EP2 modulator – modulators of human EP2 prostaglandin E2 receptor | EP2-expressing cells, cAMP HTRF FRET, PGE2 co-stimulation | AID 940 | P43116 | 0.83% of 260,000 active | induction, % at 25 µM;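 active means compounds whose cAMP rise, as percent of the full-agonist control response, exceeds 60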;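 further: rat C6 glioma line stably carrying human EP2 under a CMV promoter; the protocol text gives 20 µM as final concentration; 100% = response of wells given 1 µM PGE2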
# PPC-1+TRAIL kill – PPC-1 cancer cell killing with TRAIL present; PPC-1 cells + TRAIL, ATPLite viability luminescence; cell killing (% activity), % at 4 µM; 0.41% of 220,000 active;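 active means cell killing above 50% in the first pass at 4 µM, then a duplicate retest at 5 µM averaging 50% or more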;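 further: plate controls were cells with TRAIL plus DMSO for no effect and medium-only wells lacking cells for full effect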
# NPY-Y1 antag – blocks the human neuropeptide Y Y1 receptor; P25929; HEK293-CNG Y1 cells, membrane potential fluorescence; NPY at EC95, then isoproterenol; inhibition, % at 3.6 µM; 1% of 200,000 active;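 active means inhibition above the campaign mean inhibition of all tested compounds plus 3 SD, cut at about 20% in these data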;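 further: 0% = DMSO wells given NPY plus isoproterenol and 100% = isoproterenol alone without NPY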
#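 Material: HEK293 Y1/CNG channel cell line | Also added: NPY (25 nM), isoproterenol (1 µM), Ro 20-1724 (25 µM) | Compound: One concentration, 3.6 µM, in 0.4% DMSO | Schedule: 3 h dye uptake, 1 h room-temperature compound, 45 min post-isoproterenol | Signal: Membrane-potential fluorescent dye readout | Read-out: % inhibition of NPY effect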
# * hit, by the source's call; . = no result given; & = joins results of further samples; [ ] = another dose, or the depositor's remark. A portion of the library; count on the stated rates, not on these rows.
# Values run as follows: NPY1 pot ag, CHOP inhibitor, EP2 antag, NPY-Y1 antag, PPC-1+TRAIL kill, zfTRPN1 agonist, TRPML3 ag, EP2 modulator, 14-3-3 Bad PPI
C=CCn1c(SCCN2C(=O)c3ccccc3C2=O)nc2scc(-c3ccccc3)c2c1=O
    4, 22, 66*, -3, 10, 1.5, 0.9, -5, 12[fluorescence artefact?]
O=C(N/N=C/c1ccc2ncccc2c1)c1cc(-c2cccs2)nc2ccccc12
    -10, 20, 8, ., 10, -0.8, 0.2, -6, 8
Cc1ccc(NC(=S)NC2CCCC2)cc1C
    8, -14, 1, 0, 8, -0.3, -0.7, 14, -4
CC1CCN(CCOCCOc2ccc(Cl)cc2Br)CC1
    -16, 63, 6, 11, 14, 1.1, 0.2, -48, 36
COc1ccccc1NS(=O)(=O)c1cccc(C(=O)OCC(=O)Nc2cc(C)on2)c1
    25, 14, 1, 2, 14, 0.5, -1.5, -14, -4
CCOc1ccc2nc(NC(=O)CC3Oc4ccccc4NC3=O)sc2c1 (centres undefined)
    30, -6, 9, ., 8, 0.5, 1.1, -24, 10
COC(=O)c1sccc1Oc1c(Cl)cccc1[N+](=O)[O-]
    -4, -2, 10, 1, -1, -2.7, -1.7, -5, 3
NC(=O)NC(CC(=O)NCCCc1ccccc1)c1ccc(Cl)cc1 (centres undefined)
    2, 7, 9, ., 7, -1.9, 0.3, -23, 1
Cc1ccc(S(=O)(=O)N/N=C2/CCCCC2C2CCCCC2)cc1[N+](=O)[O-] (centres undefined)
    -4, 79*, 3, 5, 5, 0.6, 0.2, 14, 14[fluorescence artefact?]
COc1ccc(/C=N/n2c(-c3cc(C)[nH]n3)n[nH]c2=S)cc1OC
    12, -18, 3, ., 12, -0.3, 0.3, -4, -10
CCOC(=O)C1=NNC(C(=O)c2ccc(Cl)cc2)C1c1ccc(OC)cc1 (centres undefined)
    -7, 56, 3, 2, 8, -1.3, -0.2, -4, -21
CNC(=O)c1ccccc1S(=O)(=O)c1ccccc1C#N
    -5, 5, 6, 1, 4, 0.6, 0.6, 20, -12
CC1CCN(S(=O)(=O)c2cc(Br)cc(C(=O)NC3=NCCS3)c2)CC1
    -5, 55, 6, 3, -11, 0.6, 0.5, 5, -1[fluorescence artefact?]
CCC(C)C(NC(=O)C(CC(C)C)NC(=O)C(CO)NC(=O)C1CCC(=O)N1)C(=O)OC (centres undefined)
    -8, -13, 5, -1, -8, 0.3, 0.4, -6, 4
Cn1cc([C@@H]2C[C@H]3CN(Cc4cccc(Cl)c4)C(=O)[C@]34CCCN24)c2ccccc21
    -21, 24, 2, -2, 4, -1.0, -0.1, -2, -13
CN(NC(=O)C(C)(C)C)c1nc(-c2ccccc2)nnc1C(F)(F)F
    -13, 27, 16, 0, 19, -1.3, 0.7, -27, -3
CC(C)(C)c1csc(NNC(=O)c2ccc(Cl)cc2)n1
    4, 14, 6, ., 2, 2.1, 0.6, -27, -5
CCOC(=O)c1c(NC(C)=O)sc2c(OC)c(Br)ccc12
    -33, -6, 21, 2, -15, -0.3, 0.4, 8, -1
CC(C)OC(=O)C(C#N)c1nc2ccccc2nc1N1CCCC1 (centres undefined)
    10, -15, 13, 1, 17, -0.7, 0.1, 0, -8
CC(Sc1nc2ccccc2c(=O)[nH]1)C(=O)O (centres undefined)
    -5, 20, 8, 3, 12, -1.5, -0.3, 18, -6[fluorescence artefact?]
CCOc1ccc(C2C(C#N)=C(N)Oc3cc(C)n(CCN(C)C)c(=O)c32)cc1OCC (centres undefined)
    20, -12, 13, 5, 12, 1.2, 1.2, 3, -8[fluorescence artefact?]
CN(CC(O)Cn1cnc2c1c(=O)n(C)c(=O)n2C)c1ccccc1 (centres undefined)
    -18, 0, 6, 10, 9, 3.2, 1.2, -40, -10
Cc1cc(O)ccc1N=Cc1c(C(F)(F)F)[nH][nH]c1=O
    13, 12, 2, -2, 33, 1.2, 1.3, 36, -22
Cc1cc(NC(=O)CN2CCN(c3cccc(Cl)c3)CC2)no1
    -21, 20, 3, 9, 19, -0.3, 0.5, -24, -3
Nc1nc(N2CCN(c3ccc(F)cc3)CC2)n[nH]1
    15, -4, 2, -2, -6, 0.0, 0.7, 25, -22
O=C(C1=C[C@@H](C2CC2)C[C@@H](OCCCCO)O1)N1CCN(Cc2ccc3c(c2)OCO3)CC1
    -20, 5, 9, 10, 8, 0.5, -0.1, -10, -3
Cc1[nH]n(-c2ccc([N+](=O)[O-])cc2)c(=O)c1/C=N/N1CCOCC1
    23, -21, 1, -8, 10, 1.2, 1.2, -23, -14
O=C(NC1CCN(C(=O)N2c3ccccc3Sc3ccccc32)CC1)c1ccccc1Cl
    2, 17, 16&11, 7, 10, -0.6, 3.8, -46&-41, -13
COc1ccc(-c2nnn(CC(=O)N(Cc3cccs3)C(C)C(=O)NC3CCCC3)n2)cc1OC (centres undefined)
    7, 50, 2, 6, 6, 0.4, -0.6, -5, -5
O=C(CSc1nnc(-c2ccc(Cl)cc2)n1Cc1ccco1)Nc1ccc2c(c1)OCCO2
    -16, 10, 10, 7, 17, -0.8, 0.3, 19, 4

# One compound at a time, from the list above.
# Cc1[nH]n(-c2ccc([N+](=O)[O-])cc2)c(=O)c1/C=N/N1CCOCC1 reads NPY1 pot ag: 23; CHOP inhibitor: -21; EP2 antag: 1; NPY-Y1 antag: -8; PPC-1+TRAIL kill: 10; zfTRPN1 agonist: 1.2; TRPML3 ag: 1.2; EP2 modulator: -23; 14-3-3 Bad PPI: -14
# CNC(=O)c1ccccc1S(=O)(=O)c1ccccc1C#N reads NPY1 pot ag: -5; CHOP inhibitor: 5; EP2 antag: 6; NPY-Y1 antag: 1; PPC-1+TRAIL kill: 4; zfTRPN1 agonist: 0.6; TRPML3 ag: 0.6; EP2 modulator: 20; 14-3-3 Bad PPI: -12

# More structures:
# Values run as follows: NPY1 pot ag, CHOP inhibitor, EP2 antag, NPY-Y1 antag, PPC-1+TRAIL kill, zfTRPN1 agonist, TRPML3 ag, EP2 modulator, 14-3-3 Bad PPI
CCNC(=S)N1CCN(Cc2ccc3c(c2)OCO3)CC1
    -5, -9, 12, -1, -5, 0.0, 1.0, -10, -11
CCCCCCCCc1nc(SC(C)C(=O)O)n[nH]1 (centres undefined)
    6, -2, 5, 4, -20, 1.0, 0.7, 15, -4
COCCNC(=O)Cn1ncc2ccsc2c1=O
    5, -14, 15, 2, -5, 0.3, 0.9, 13, 4
Cc1ccccc1C(=O)Nc1c(C(=O)N2CCCC2)cnn1-c1ccccc1
    -20, -2, 13, 8, -8, 5.8, 0.2, 14, 13
CCC(c1n[nH]c(=S)n1-c1ccccc1)N(C)C (centres undefined)
    -16, -16, 18, 2, 16, -0.6, 0.0, 8, -7
CCCCc1nnc(NC(=O)CSc2nc(C)cc(=O)[nH]2)s1
    -6, 28, 6, 0, -1, -0.8, 0.2, -9, 0
O=C(NCCCNC1CCCCC1)c1ccc(/C=N/O)nc1
    2, 18, 8, 3, 0, 0.0, 0.3, 8, -2
CC(C)N(C(=O)Cc1ccccc1[N+](=O)[O-])C(C)C
    13, 8, 4, -4, -2, 0.7, 0.4, 17, 16
Cc1cc(NC(=O)CSc2n[nH]c(-c3cccs3)n2)no1
    14, 15, 9, -3, 20, 0.2, 0.1, 28, 7[fluorescence artefact?]
COCc1nc2sc3c(c2c(=O)[nH]1)CCCC3
    9, 3, 9, -4, 12, 1.5, 1.2, 4, 0
N#C/C(=C(/O)c1cc2ccccc2o1)c1nc2ccccc2s1
    49*, 13, 22, ., 0, 6.6, 3.9, -33, -3
Cc1ccc(NC(=S)NCc2ccccn2)cc1
    -17, 12, 10, -2, -13, 0.3, 0.0, 13, 7
CC(C(=O)NC1C(=O)N2C(C(=O)O)=C(CSc3nnnn3C)CSC12)n1cc(Cl)cn1 (centres undefined)
    -1, 3, 4, -1, -9, -1.1, 0.3, 12, -10
CCOc1nc(C#N)nc(N2CCCCC2)n1
    1, 34, ., -8, 10, 9.0, 5.2, 26, -10[fluorescence artefact?]
CC(=O)NCCc1csc(-c2ccccc2)n1
    -12, 6, 12, -3, 20, 0.0, 0.6, -11, -6
Cc1ccc(C)n1-c1ccc(C(=O)N/N=C/c2ccncc2)cc1
    8, 12, 11, 5, 10, -1.8, -0.8, -32, -7
Nc1nn2c(-c3ccccc3)cc(=O)[nH]c2c1N=Nc1ccc(O)cc1
    -11, 5, 1, 4, 33, -0.4, -0.3, -29, 56
CCOC(=O)N1CCN(C(=O)c2csc3c2CCCCC3)CC1
    2, -6, 4, -2, 6, 0.4, 0.1, -1, 20
Cc1cccc(Cn2c(=O)c3c(nc4n3CCCN4Cc3ccccc3)n(C)c2=O)c1
    -4, 55, 11, -10, 21, -0.1, 0.3, -14, -10
CCOC(=O)c1c(C)sc2c1N(C(=O)CCl)c1cc(Cl)ccc1S2
    48, ., 11, 2, 5, -3.3, -0.9, 34, 8[fluorescence artefact?]
CCOc1ccc(N(CC(=O)Nc2ccc(C)cc2)S(=O)(=O)c2c(C)[nH]c(=O)[nH]c2=O)cc1
    -6, 11, 7, ., -6, 0.8, 0.2, -18, 1
CN(C)C(CNc1ncnc2sc3c(c12)CCCCC3)c1ccco1 (centres undefined)
    -13, 31, 2, 4, 3, -1.1, 0.2, 3, -4
CCC(COC)NC(=O)CCc1nnc(Cc2cccc(C(F)(F)F)c2)o1 (centres undefined)
    12, -19, 8, 0, 7, 0.1, 1.0, 11, -9
C=CCN1C(=O)C(O)(CC(=O)c2ccc(Cl)cc2)c2ccccc21 (centres undefined)
    -17, 22, 16, 4, 18, -0.1, 0.4, 16, 15
CC1CC(C)CN(S(=O)(=O)c2ccc(C(=O)NCCCn3ccnc3)cc2)C1 (centres undefined)
    8, ., 6, 2, 3, -0.1, 1.0, -10, -6
O=C(/C=C/c1ccc(-c2ccccc2)o1)c1ccccc1
    -5, 98*, 9, 2, 9, -0.5, 0.2, 19, -8
O=C(CSc1nnc(Nc2ccccc2)s1)NCc1ccco1
    -2, -15, 10, 0, 7, -0.1, 0.4, -4, -2
CN1CCC(N(C)CC(=O)Nc2cccc(Oc3ccccc3)c2)CC1
    -2, 2, 7, 3, 10, 1.6, 0.6, 6, 28
CC(C)(C)c1ccc(S(=O)(=O)NCCOCC(F)(F)C(F)F)cc1
    15, 50, 5, 5, 14, -1.6, -0.1, 23, -3

# Random excerpt: two entries already listed, in no set order.
# Values run as follows: NPY1 pot ag, CHOP inhibitor, EP2 antag, NPY-Y1 antag, PPC-1+TRAIL kill, zfTRPN1 agonist, TRPML3 ag, EP2 modulator, 14-3-3 Bad PPI
C=CCN1C(=O)C(O)(CC(=O)c2ccc(Cl)cc2)c2ccccc21 (centres undefined)
    -17, 22, 16, 4, 18, -0.1, 0.4, 16, 15
O=C(C1=C[C@@H](C2CC2)C[C@@H](OCCCCO)O1)N1CCN(Cc2ccc3c(c2)OCO3)CC1
    -20, 5, 9, 10, 8, 0.5, -0.1, -10, -3
